CHRM4 agonist – CHRM4 agonism in calcium assay. activation, % at 3 µM. P08173. 0.14% of 360,000 active. CHO-K1 hM4/Gqi5, Fluo-8 calcium fluorescence; vehicle 0%, full acetylcholine response 100%. AID 624127;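 active means activation above the run mean over all test wells plus 3 SD, cut at about 32% in these data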;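 further: peak over basal fluorescence ratio per well then scaled between controls; 0% = DMSO wells and 100% = acetylcholine at EC100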
Target sequence (P08173 whole entry, looked up): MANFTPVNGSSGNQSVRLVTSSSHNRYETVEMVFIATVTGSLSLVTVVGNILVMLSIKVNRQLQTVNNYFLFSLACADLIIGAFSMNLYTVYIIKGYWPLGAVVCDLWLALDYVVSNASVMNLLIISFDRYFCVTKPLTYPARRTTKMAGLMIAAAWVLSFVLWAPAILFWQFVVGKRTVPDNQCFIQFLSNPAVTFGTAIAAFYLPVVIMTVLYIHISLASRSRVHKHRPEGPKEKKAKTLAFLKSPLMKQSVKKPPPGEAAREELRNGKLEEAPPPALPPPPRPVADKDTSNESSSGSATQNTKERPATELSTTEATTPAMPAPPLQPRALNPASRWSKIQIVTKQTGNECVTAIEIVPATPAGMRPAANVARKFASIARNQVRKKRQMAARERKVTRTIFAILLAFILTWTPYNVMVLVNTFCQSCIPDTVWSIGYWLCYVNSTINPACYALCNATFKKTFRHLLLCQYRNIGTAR
CHRM5 antagonist – antagonists of human muscarinic M5 receptor (CHRM5) | P08912 | CHO-hM5 cells, Fluo-8 calcium fluorescence, ACh EC80 | inhibition, % at 3 µM | 0.59% of 360,000 active | AID 624040;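 active means inhibition above a per-plate cutoff, the mean of that plate's test compounds plus 3 SD, cut at about 27% in these data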;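 further: 0% = acetylcholine EC80 with DMSO and 100% = DMSO without agonist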
Target sequence (P08912 whole entry, looked up): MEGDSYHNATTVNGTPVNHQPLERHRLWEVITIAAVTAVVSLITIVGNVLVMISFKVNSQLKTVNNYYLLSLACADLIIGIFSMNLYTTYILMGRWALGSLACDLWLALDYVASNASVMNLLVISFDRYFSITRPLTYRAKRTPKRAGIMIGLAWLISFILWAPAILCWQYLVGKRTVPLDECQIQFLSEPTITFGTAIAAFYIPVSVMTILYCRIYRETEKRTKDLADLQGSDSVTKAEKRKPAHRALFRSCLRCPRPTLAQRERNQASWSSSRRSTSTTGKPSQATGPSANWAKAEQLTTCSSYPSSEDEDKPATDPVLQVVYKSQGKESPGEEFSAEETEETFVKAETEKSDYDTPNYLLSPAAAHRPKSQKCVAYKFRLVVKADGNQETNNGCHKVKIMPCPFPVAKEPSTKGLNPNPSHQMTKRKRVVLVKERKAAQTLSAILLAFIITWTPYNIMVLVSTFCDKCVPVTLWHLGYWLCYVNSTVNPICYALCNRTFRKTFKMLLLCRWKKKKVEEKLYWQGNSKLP
M1 PAM – positive allosteric modulators of human M1 muscarinic receptor. AID 588819. CHO-K1 hM1, Fluo-8 calcium fluorescence, ACh EC20; 0% = ACh EC20, 100% = maximal ACh. activation, % at 3 µM. P11229. 0.088% of 360,000 active; in the data active means activation above about 19%, passing the limit was not always enough
M5 PAM – potentiates acetylcholine response at human M5 receptor; AID 624038; CHO-K1 hM5, Fluo-8 calcium, ACh EC20 PAM; 0% = ACh EC20, 100% = ACh EC100; 0.3% of 360,000 active; activation, % at 3 µM;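 active means activation above the run cutoff, the mean activation of all test compounds plus 3 SD, cut at about 18% in these data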
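System – CHO-K1 hM5 cells · Compound – 3 µM, single dose · Incubation – compound preincubation 140 s before EC20 acetylcholine addition · Technique – Fluo-8 calcium fluorescence · Measure – Max/basal fluorescence ratio as % of EC20–EC100 ACh window · Benchmarks – low control EC20 acetylcholine (0%), high control EC100 acetylcholine (100%) · Replication – singlicate, one well per test compound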
CHRM5 agonist – agonists of human muscarinic M5 receptor (CHRM5); activation, % at 3 µM; P08912; AID 624037; 0.19% of 360,000 active; CHO-K1 hM5 cells, Fluo-8 calcium fluorescence; 0% DMSO wells, 100% maximal acetylcholine response;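 active means activation above the run's mean over test compounds plus 3 SD, cut at about 23% in these data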;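 further: signal is peak over basal fluorescence ratio across the kinetic read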
CRFR2-BP antag – antagonists of CRF-binding protein/CRF-R2 receptor complex | HEK293 CRF-R2/CRF-BP, CRF-induced calcium fluorescence | AID 588475 | inhibition, % at 11.8 µM | 0.59% of 350,000 active;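 active means inhibition of the ligand-induced calcium signal above about 50% at the single tested concentration, limit read from the data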
M4 antag – blocks acetylcholine activation of human M4 receptor. P08173. CHO-hM4 cells, ACh EC80, Fluo-8 calcium fluorescence. inhibition, % at 3 µM. 0.73% of 360,000 active. AID 624125;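 active means inhibition above its plate's cutoff, the mean inhibition of sample wells plus 3 SD, cut at about 27% in these data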;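 further: 0% = acetylcholine EC80 with DMSO and 100% = DMSO without agonist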
CHRM4 PAM – positive allosteric modulators of human muscarinic M4 receptor | P08173 | 0.4% of 360,000 active | activation, % at 3 µM | CHO-K1 hM4/Gqi5, Fluo-8 calcium fluorescence, ACh EC20; 0% = ACh EC20, 100% = maximal ACh;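 active means activation above its plate's cutoff, the mean activation of sample wells plus 3 SD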; further: some results filed as inactive read as strong as hits
CRFBP-R2 agonist – CRF-BP/CRF-R2 complex agonism; HEK293 CRF-R2/CRF-BP, calcium dye fluorescence (FLIPR); percent of saturating CRF peptide response; activation, % at 13.2 µM; 0.46% of 350,000 active;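 active means activation of at least 50%, plus an integration ratio under a set limit after plate pattern correction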;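 further: plate controls were neutral control wells without compound for no effect and CRF at EC100 for full effect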
* hit, by the source's call; nt = not tested or not shown.

CHRM4 agonist,CHRM5 antagonist,M1 PAM,M5 PAM,CHRM5 agonist,CRFR2-BP antag,M4 antag,CHRM4 PAM,CRFBP-R2 agonist,Molecule
3,4,11,1,4,-3,2,-2,-1.1,O=C(NCc1ccccn1)C1CC(c2ccccc2Cl)=NO1 (stereo not given)
0,-1,2,3,-1,nt,-13,9,nt,COc1ncccc1-c1ccc2nncn2c1
0,-3,-1,4,-2,-6,4,-3,1.0,c1ccc(CN2CCN(c3ncccn3)CC2)cc1
0,7,9,1,-2,6,-2,1,-3.4,FC(F)(F)c1ccc(/C=N/n2c(COc3ccccc3)n[nH]c2=S)cc1
5,1,9,0,7,-10,-6,3,-2.1,CC(=O)c1c[nH]c(C(=O)Nc2ccc(N3CCCCCC3)cc2)c1
11,-15,-6,-6,-16,-6,-5,-9,-0.7,Clc1cccc(Cl)c1OCCOCCNCc1ccccc1
3,3,1,6,-6,-18,0,6,-0.8,CCn1c(SCC(=O)N2c3ccccc3CC2C)nnc1-c1ccco1 (stereo not given)
0,-4,9,-3,2,-2,-19,3,2.2,C=CCSc1nc(N)c(NC(=O)c2ccco2)c(=O)[nH]1
-1,2,7,8,2,-8,-4,3,1.3,Cc1nccc(-c2ccc3c(c2)OCO3)n1
2,14,0,2,5,-12,-3,-3,1.9,C[C@@H](N)C(=O)N[C@H]1CCC2C3CC=C4C[C@@H](O)CC[C@]4(C)C3CC[C@@]21C (stereo not given in full)
-2,2,8,1,0,-11,-6,5,0.3,Cc1cccc(-c2noc(Cc3ccccc3)n2)c1
5,-1,-3,-16,1,-5,-4,-1,-1.1,COc1ccccc1C(=O)NCCn1cc(SCC(=O)Nc2nnc(C)s2)c2ccccc21
1,-1,12,3,1,3,1,5,2.8,O=c1cc2c(nn1Cc1ccccc1)-c1ccccc1CC2
1,11,3,2,-1,0,-4,7,-1.3,COc1ccc(OC)c(NC(=O)CCN2CC(C)CC(C)C2)c1 (stereo not given)
0,0,10,3,-6,8,2,-3,-0.8,O=C(Nc1cccnc1Cl)C1c2ccccc2Oc2ccccc21
2,-2,2,-2,-4,10,-4,17,-0.4,O=C(CSc1nc2ccccc2c(=O)n1NC(=O)Cc1ccccc1)NCc1ccco1

Quoted from the listing.
Under M4 antag, O=c1cc2c(nn1Cc1ccccc1)-c1ccccc1CC2 shows 1
Under CHRM5 antagonist, Cc1nccc(-c2ccc3c(c2)OCO3)n1 shows 2

Next section
CHRM4 agonist,CHRM5 antagonist,M1 PAM,M5 PAM,CHRM5 agonist,CRFR2-BP antag,M4 antag,CHRM4 PAM,CRFBP-R2 agonist,Molecule
1,7,2,-8,-3,14,5,-4,-0.4,Cc1cccnc1NC(=O)c1ccccc1NC(=O)C(C)(C)C
1,-4,6,6,1,2,1,3,1.3,C=CCn1c(=O)c(C(=O)Nc2ccc(C)cn2)c(O)c2ccccc21
1,13,1,1,-1,3,6,2,-1.2,COC(C[C@H](O)C[C@@H](O)[C@H](C)OCc1ccccc1)OC
-1,12,4,-1,-4,-2,-1,3,-1.6,COc1ccccc1-c1oc2ccccc2c1C#CC(C)(C)O
1,11,0,11,-5,-3,-4,2,-3.6,Clc1nc(NC2CCCCC2)c2cn[nH]c2n1
0,-8,0,2,0,-11,-3,9,-0.1,CS(=O)c1ccccc1O (stereo not given)
1,5,10,0,-1,7,7,0,-0.7,COc1ccc(C2C(C(C)=O)=C(Nc3ccccc3)CC(C)(O)C2C(C)=O)cc1OC (stereo not given)
0,-1,5,-2,0,-5,-2,-1,-1.4,CCc1cccc(NC(=O)COC(=O)C2COc3ccccc3O2)c1 (stereo not given)
-1,1,14,12,5,-16,3,10,-2.0,CCOC(=O)N1C(=O)NC(=O)C1c1ccc(Cl)cc1 (stereo not given)
1,2,0,3,1,-5,-5,-6,0.2,CN1N=C(C(C)(C)C)CSC1=Nc1ccccc1
4,2,4,-2,-1,6,-13,10,0.9,COc1cccc(-n2nnc3c(=O)n(Cc4cccc(C)c4)cnc32)c1
3,19,-4,-3,-5,5,10,-12,0.0,NS(=O)(=O)c1ccc(N=Nc2c(O)[nH]c3ccc(Br)cc23)cc1
1,17,13,0,-3,9,-3,-1,1.0,O=C(O)c1cc(S(=O)(=O)Nc2cccc3ccccc23)c(Cl)cc1Cl
0,5,3,-2,-2,13,-2,3,-0.9,Cc1ccc2ccccc2c1NC(=O)c1ccco1
5,2,2,-8,-4,-31,-4,2,1.0,Cc1ccc(SCCNC(=O)/C=C/c2ccc([N+](=O)[O-])cc2)cc1
-3,-8,-6,-9,-3,-2,-5,-6,0.1,O=C(c1cc([N+](=O)[O-])ccc1Cl)N1c2ccccc2Sc2ccccc21
8,-5,2,-3,5,-6,-4,1,1.2,CN=C1SC(CC(=O)Nc2cccc(C(F)(F)F)c2)C(=O)N1C (stereo not given)
1,1,10,-3,-5,3,-7,1,0.9,Cn1cc(CCC(=O)N2CCCC(CCC(=O)NCc3ccc(F)c(F)c3)C2)cn1 (stereo not given)
0,-3,8,3,0,-4,1,14,3.6,O=C(Nn1c(C2CCCCC2)nc2ccccc2c1=O)c1ccc([N+](=O)[O-])cc1Cl
7,3,-2,6,3,7,-7,11,3.1,Cc1ccc(S(=O)(=O)N2CCN(C(=O)COC(=O)COc3ccc(Cl)cc3C)CC2)c(C)c1
4,8,8,-4,3,-2,-3,8,-0.2,CSc1ncnc2c1ccn2CC(=O)Nc1ccc(C)c(C)c1
2,-4,-9,7,3,6,3,1,-0.4,O=C(Nc1ccc2c(c1)OCO2)C(c1ccccc1)N1CCC2(CC1)OCCO2 (stereo not given)
3,1,8,-4,-1,13,2,-6,2.8,Cc1nc(CCNC(=O)CC2C(=O)NCCN2Cc2ccc(F)cc2)sc1C (stereo not given)
1,7,-4,8,-1,1,4,8,1.1,CN(C)CCN1C(=O)c2ccccc2C1=O
1,-7,1,-4,-1,-6,-2,5,-2.0,COCCn1c(SCC(=O)Nc2nnc(C)s2)nnc1-c1ccco1
0,7,11,-6,3,4,-15,10,-0.5,O=C(O)C(c1ccccc1)c1ccccc1
0,2,-5,-2,2,6,14,-4,2.2,CNc1ccc(Br)cc(C(=O)/C=C/c2cccc(OC)c2OC)c1=O
11,18,-4,-11,4,-11,0,0,-1.1,COc1cccc(Nc2nc(-c3sc(NC(=O)c4ccco4)nc3C)cs2)c1
1,-8,-4,0,2,7,6,6,-1.5,O=C(Nn1cnc2ccccc2c1=O)c1ccc([N+](=O)[O-])cc1Cl
0,6,10,-2,1,2,10,-6,0.9,O=S(=O)(c1ccc(-c2nnc(SCc3nnc(-c4ccccc4)o3)o2)cc1)N1CCCC1
0,1,9,6,6,11,-2,7,4.1,COC(=O)[C@@H]1C[C@@]2(O)[C@@H](O)[C@@H](O)[C@@H](O)C[C@H]2N1Cc1cc(OC)cc(OC)c1
1,6,8,-5,-1,8,-5,4,1.4,CCOC(=O)C1=C(C)S/C(=C\N(C)C)C1=O
1,-5,11,0,1,-4,-12,13,-1.2,O=C(Nc1cccc(Cl)c1)C1CCCN(S(=O)(=O)c2cnc[nH]2)C1 (stereo not given)
5,9,-1,-5,-4,nt,-4,-2,nt,COc1ccc(-c2nc3ccc(C)cn3c2Cc2cccc(Cl)c2)cc1OC
1,-4,7,2,-4,0,4,-2,0.8,CC(C)=C1C2CCC1C1C(=O)N(c3ccc(C)c(C)c3)C(=O)C21 (stereo not given)
0,3,-2,1,-2,12,-23,11,-1.2,CCCCCn1c(=O)[nH]c2cc(C(=O)N3CCN(c4ccccc4F)CC3)ccc2c1=O
0,2,3,-1,-1,0,-1,7,0.7,COc1ccc(-c2occ(C(=O)O)c2C(=O)O)cc1
3,-10,-5,2,-2,9,1,10,-1.1,COc1cc(/C=C/C(=O)NC(C)(C)C)ccc1OCc1ccccc1
1,-1,5,11,-3,24,2,3,-1.0,N#CC1(NC(=O)COC(=O)CSc2ccc(F)cc2)CCCCC1
0,-8,10,2,-2,22,-7,-1,-2.4,COc1cc(C(=O)c2ccccc2Cl)c([N+](=O)[O-])cc1OC
0,-1,-1,3,-1,11,3,-8,1.4,Cn1nnnc1SCc1nnc(-c2ccc(F)cc2)o1
2,19,19,-1,-1,-6,0,-4,-1.9,COc1ccc(NC(=O)C2CC(=O)N(c3ccccc3C)C2)c(OC)c1 (stereo not given)
0,-2,3,3,-7,80*,14,-7,0.0,COc1ccc(NC(=O)CCN2CCCCCC2)cc1
13,16,-3,-18,-2,-7,-1,-1,-0.9,COc1ccccc1CN(C)CC(=O)Nc1cccc(S(=O)(=O)N2CCCCC2)c1
10,7,4,-4,1,nt,-11,1,nt,COc1cccc(C(O)c2nc(-c3ccc4ccccc4c3)cs2)c1 (stereo not given)
1,7,-5,-4,-1,15,14,-14,-1.0,CCn1c2ccccc2c2cc(NC(=O)C3CCN(S(=O)(=O)c4cccs4)CC3)ccc21
1,0,10,-3,2,-15,11,8,-0.4,COc1cccc(/C=N/NC(=O)CSc2nnc(C)n2-c2ccccc2)c1O
0,2,-4,-3,1,2,2,5,0.6,O=C(COC(=O)c1ccccc1SCC(=O)N1CCCC1)NC1CCS(=O)(=O)C1 (stereo not given)
-1,7,13,-1,-1,-3,2,8,0.3,CCOC(=O)CCCCCC(=O)Nc1ccc2c(c1)C(=O)N([C@@H](C)CO)C[C@@H](C)[C@H](CN(C)S(=O)(=O)c1cccs1)OCCCC[C@H](C)O2
2,-15,3,-3,5,17,-9,-2,6.4,CC(=O)c1cn(CC(=O)Nc2ccccc2C(F)(F)F)c2ccccc12
1,-1,-1,1,-1,13,5,-6,1.6,CCOc1ccc(C(=O)/C=C/Nc2ccc(S(=O)(=O)N=C(N)N)cc2)cc1
0,3,7,-1,-3,nt,-7,7,nt,Cc1cccc(NC(=S)NC(=O)C2CC2)c1
0,2,0,2,-1,-3,-4,-10,0.7,CN1CCN(c2oc(/C=C/c3ccccc3)nc2C#N)CC1
0,4,7,3,1,2,2,3,0.1,CCCN=C1N(C)C[C@@H]2[C@@H]3C(=O)N(C)C(=O)[C@@H]3[C@](CC)(C(=O)OC)N12
1,8,4,0,1,-11,-4,-6,2.8,CSCCCNC(=S)Nc1ccc(N2CCOCC2)cc1
1,15,5,-2,3,0,0,-5,0.0,C=CC[C@@H](CC(=O)N[C@H](CO)Cc1ccccc1)C(=O)N[C@H](COC(=O)[C@@H](CC=C)Cc1ccc(F)cc1)Cc1ccccc1
2,-3,14,5,3,-3,1,4,1.6,CS(=O)(=O)/C(C#N)=C/c1c(-c2ccccc2)nc2n1CCS2

Compound profiles, from the list above. Screens in order: CHRM4 agonist | CHRM5 antagonist | M1 PAM | M5 PAM | CHRM5 agonist | CRFR2-BP antag | M4 antag | CHRM4 PAM | CRFBP-R2 agonist
CCCN=C1N(C)C[C@@H]2[C@@H]3C(=O)N(C)C(=O)[C@@H]3[C@](CC)(C(=O)OC)N12 in the list: 0 | 4 | 7 | 3 | 1 | 2 | 2 | 3 | 0.1
CN1CCN(c2oc(/C=C/c3ccccc3)nc2C#N)CC1 in the list: 0 | 2 | 0 | 2 | -1 | -3 | -4 | -10 | 0.7

Screening results deposited in PubChem by several laboratories.
